# Screening data as filed in PubChem.
# NIH3T3 tox: Cytotoxic Profiling in NIH 3T3 Cell Line of Diverse Libraries Using Quantitative High-Throughput Screening; Potency, µM (doses to about 96.7 µM), for inactives: at the highest dose activity change, negative = cytotoxicity, hits mostly inhibitors; NIH 3T3 viability, CellTiter-Glo ATP luminescence, 48-72 h; 94,000 compounds, 4.3% hits; also: potency is read from the fitted curve at half-maximal effect; nearly all actives have a fitted effect of over 55% in size
#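 Mouse fibroblast NIH 3T3 cells, 400 per well, received compound via pintool and were incubated for 48 or 72 hr prior to CellTiter-Glo ATP luminescence measurement.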
# SNCA expr inhib: Primary qHTS assay for inhibitors of alpha-synuclein gene (SNCA) expression; HEK-293 SNCA-luciferase knock-in, luminescence, 24 h; AID 1671194, 2021; Potency, µM (series often up to 57.2 µM), for the others: top-dose activity change, negative = inhibition, usual class: inhibitors; 140,000 compounds, 0.17% hits;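 also: potency is read from the fitted curve at half-maximal effect; plate controls were DMSO cells for no effect and cell-free wells for full effect; nearly all actives have a fitted effect of over 45% in size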
# GPT2 inhibitor: Primary qHTS assay for inhibitors of Glutamate pyruvate transaminase 2 (GPT2); Alanine aminotransferase 2 (Homo sapiens), Q8TD30; Recombinant GPT2, coupled pyruvate oxidase/HRP Amplex Red fluorescence; Potency, µM (series often up to 57.7 µM), for the others: at the highest dose activity change, negative = inhibition, actives largely listed as inhibitors; 100,000 compounds, 0.25% hits; AID 1671188, 2021; also: potency is read from the fitted curve at half-maximal effect; nearly all actives have a fitted effect of over 60% in size; many of its hits are not listed in these tables
# Target sequence (Q8TD30 whole entry, looked up): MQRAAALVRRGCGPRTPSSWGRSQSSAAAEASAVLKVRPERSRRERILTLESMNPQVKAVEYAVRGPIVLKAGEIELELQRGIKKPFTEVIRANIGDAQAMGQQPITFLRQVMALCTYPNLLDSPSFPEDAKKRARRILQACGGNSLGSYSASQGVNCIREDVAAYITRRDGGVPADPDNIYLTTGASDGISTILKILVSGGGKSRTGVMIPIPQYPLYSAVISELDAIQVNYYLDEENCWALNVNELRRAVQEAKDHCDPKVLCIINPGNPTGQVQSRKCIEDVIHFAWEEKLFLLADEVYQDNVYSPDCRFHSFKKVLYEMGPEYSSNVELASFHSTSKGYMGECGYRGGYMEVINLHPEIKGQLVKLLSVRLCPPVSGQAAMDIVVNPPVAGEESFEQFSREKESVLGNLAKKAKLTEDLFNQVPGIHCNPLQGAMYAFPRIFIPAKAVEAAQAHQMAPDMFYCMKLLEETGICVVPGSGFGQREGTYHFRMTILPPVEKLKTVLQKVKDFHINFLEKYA
#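 Recombinant GPT2 (10ng/uL) with 250uM a-KG and 2mM L-alanine, 30 min at room temperature, in HEPES pH 7.5 buffer. Pyruvate detected by pyruvate oxidase/HRP/Amplex Red fluorescence after 30 min in the dark; AOA (50uM) as positive control.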
# IP6K1 inhibitor: Primary qHTS assay for small molecule inhibitors of Inositol hexaphosphate kinase 1 (IP6K1). Inositol hexakisphosphate kinase 1 (Homo sapiens), Q92551. IP6K1 kinase, ADP-Glo luminescence, 2 h; hits give low values. activity change, % (series mostly up to about 58 µM). 140,000 compounds, 0.81% hits; in the data active = activity change below about -25%
# Target sequence (Q92551 whole entry, looked up): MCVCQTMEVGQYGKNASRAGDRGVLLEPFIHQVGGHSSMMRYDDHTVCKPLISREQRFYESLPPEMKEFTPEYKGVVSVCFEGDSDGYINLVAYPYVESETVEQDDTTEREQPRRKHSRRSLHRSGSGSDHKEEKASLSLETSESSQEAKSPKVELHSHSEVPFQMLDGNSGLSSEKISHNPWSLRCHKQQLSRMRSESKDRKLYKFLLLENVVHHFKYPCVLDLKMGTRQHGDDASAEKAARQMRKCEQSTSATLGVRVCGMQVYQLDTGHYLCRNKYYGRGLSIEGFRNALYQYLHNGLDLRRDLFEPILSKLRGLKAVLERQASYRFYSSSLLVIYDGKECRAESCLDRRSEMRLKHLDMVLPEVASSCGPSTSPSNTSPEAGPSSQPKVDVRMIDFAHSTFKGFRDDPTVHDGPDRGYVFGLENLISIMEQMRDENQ
#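 ADP-Glo luminescence measures ADP made by human IP6K1 during a 2 h RT reaction with ATP/IP6 (mix at 1.3 mM/130 uM); top library doses 57.5 and 19.1 uM final.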
# HEK293 viab: GF-AFC viability counterscreen for inhibitors of alpha-synuclein gene (SNCA) expression; 150,000 compounds, 0.12% hits; HEK-293-SNCA-luc viability, GF-AFC fluorescence, 24 h; AID 1671193, 2021; Potency, µM (series often up to 57.1 µM), without a hit: at the top dose activity change, negative = cytotoxicity, most hits filed as cytotoxic;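 also: potency is read from the fitted curve at half-maximal effect; 0% = DMSO-treated cells and -100% = medium-only wells without cells; nearly all actives have a fitted effect of over 30% in size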
#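 HEK-293-SNCA-luc cells (1500/well) plated 24 h, then exposed 24 h to a dilution series; GF-AFC added 30 min at 37C, fluorescence 405/540 nm; normalised to medium-only and DMSO wells, Hill fit.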
# Luciferase inh: Firefly luciferase inhibition profiling of diverse chemical library using quantitative high-throughput screening; purified P. pyralis luciferase, luminescence, biochemical; 76,000 compounds, 2.5% hits; Luciferin 4-monooxygenase (Photinus pyralis), P08659; Potency, µM (series often up to 115 µM), for inactives: at the highest dose activity change, negative = inhibition, most hits filed as inhibitors; also: potency is read from the fitted curve at half-maximal effect; nearly all actives have a fitted effect of over 65% in size
#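 Purified P. pyralis luciferase (10nM final) in 50mM Tris acetate pH 7.5, 10mM Mg acetate, 0.01% Tween-20, 0.05% BSA with 10uM D-luciferin and 10uM ATP. Compounds titrated qHTS. Luminescence imaged on CCD.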
# HEK cytotox: Cytotoxic Profiling in HEK 293 Cell Line of Diverse Libraries Using Quantitative High-Throughput Screening. 94,000 compounds, 6.6% hits. Potency, µM (titrated, usually from 115 µM), inactives show at the highest dose activity change, negative = cytotoxicity, most hits filed as inhibitors. AID 1345083, 2018. HEK 293 viability, ATP luminescence (CellTiter-Glo), 48-72 h; also: potency is read from the fitted curve at half-maximal effect; nearly all actives have a fitted effect of over 60% in size
#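 HEK 293 seeded at 250 cells/well receive compound via pintool. After 48 or 72 hr at 37 degree Celsius, 5% CO2 and 95% humidity, CellTiter-Glo is dispensed and luminescence read following 10 min at room temperature.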
# * marks the source's active call; other numbers are inactive results; i = inactive; ? = inconclusive; . = not tested or not shown; & = joins results of further samples; [ ] = another dose, or the depositor's remark. Unless noted, calls follow the shape of the dose curve; as a rule, active = well fitted curve in the direction sought with a large enough effect; inconclusive = small, poorly fitted or top-dose-only effect, or another doubt; inactive = no such curve, though single readings can be large; an effect the other way counts as inactive or inconclusive. Unless noted, % is scaled to controls: 0 for no effect and ±100 for the full control effect. An excerpt, so the mix of outcomes need not match the whole.
SMILES,NIH3T3 tox,SNCA expr inhib,GPT2 inhibitor,IP6K1 inhibitor,HEK293 viab,Luciferase inh,HEK cytotox
Oc1ccc(-c2nc(C3CC3)nc3c2CN(Cc2ccncc2)CC3)cc1,-10%,25%,i,8,3%,1%,-2%
O=C(CCc1ccccc1)N1CCN(c2cc(-c3cccs3)[nH]n2)CC1,?,26%,i,7,1%,-5%,?
Cc1noc(C)c1CCC(=O)N[C@@H]1CN(c2ccncn2)C[C@H]1CN(C)C,-2%,?,-7%,-3,-1%,4%,-8%
CC(NC(=O)c1cc2n(n1)CC(c1ccc(Cl)cc1)OC2)c1ccccc1 (stereo not drawn),?,17%,5%,25,-2%,26%,?
Cc1nn(C)c2c1c(C(F)(F)F)cc(=O)n2CC(=O)N1CCCCC1,.,-1%,.,0,-8%,.,.
CCOC(=O)c1c(C)oc2nc(C)nc(N(CC(C)C)CC(C)C)c12,.,1%,.,-5,5%,.,.
COc1ccc(OC)c(NC(=O)Cn2c(C)cc3nc4n(c(=O)c32)CCCCC4)c1,?,-15%,4%,-15,-26%,6%,-8%
C[C@H](CN(C)C)Oc1nc(Nc2cc3cccc(Cl)c3cn2)cnc1C#N,.,.,i,2,-10%,.,.
Cc1cc(C)cc(-n2ccn(Cc3ccccc3C)c(=O)c2=O)c1,.,13%,.,-11,-5%,.,.
COc1ccc(CNc2nc(SCc3ccc(Cl)cc3)nc3ccccc23)cc1,.,46%[activator],.,14,8%,.,.
c1cncc(-c2nnc3n2CCN(Cc2cncs2)C3)c1,0%[138 µM],-17%[87.6 µM],0%,3&2,3%[87.6 µM],-1%[172 µM],-18%[172 µM]
COc1ccc(C(=O)NCC(c2ccc(Cl)cc2)N2CCCCC2)cc1 (stereo not drawn),.,3%,.,-7,?,.,.
COc1ccc(C(=O)N2CCCC(O)(CN3CCCC3)C2)c(OC)c1 (stereo not drawn),-2%,-14%,4%,-12,-10%,-2%,?
COc1ccc(Cn2ccn(CC(=O)Nc3cc(C)ccc3C)c(=O)c2=O)cc1,.,-3%,.,-5,-1%,.,.
CN1CCCCCCN(C(=O)c2ccc3ncccc3c2)[C@H]2CCC[C@H]2C1=O,?,1%,5%,-3,4%,0%,?
COc1ccc(-c2noc(COc3ccc(C)cc3C)n2)cc1OC,.,31%,.,-4,-7%,.,.
CCN(C(=O)C1CCCN(c2ncnc3c2nc2n3CCCCC2)C1)c1cccc(Cl)c1 (stereo not drawn),.,?,.,44,?,.,.
COC12CC3C(C(C)C1=CC(=O)O2)C(O)C(OC(C)=O)C1C(C)(C)C(OC(C)=O)CCC31C (stereo not drawn),.,.,?,12,-11%[23.9 µM],.,.
O=C(Nc1ccnn1C1CCN(Cc2nccs2)CC1)c1ccc2c(c1)OCO2,i,-15%,i,14,?,9%,-1%
CCOC(=O)c1cc(-c2ccccc2)n(-c2cccc(C(=O)Nc3cccc(C(C)=O)c3)c2)c1C,.,-25%,.,-2,-6%,.,.
COc1ccc(C)cc1NC(=O)N1CCCC1c1nncn1C1CCCC1 (stereo not drawn),32µM*,5%,-26%,-5,0%,0%,6%
[N-]=[N+]=N[C@]1(CO)O[C@@H](n2ccc(=O)[nH]c2=O)[C@@H](O)[C@@H]1O,.,.,1%,6,11%,.,.
Cc1cccc(C)c1NC(=O)CSc1nc2ccccc2c2nc(CCc3c(C)n[nH]c3C)nn12,.,19%,.,19,-14%,.,.
COc1ccc(Nc2ncc3c(n2)CCN(C(=O)OC(C)(C)C)C3)cc1,.,39%[activator],.,-3,-13%,.,.
Cc1ccc(CN2CC(C(=O)NCCc3ccncc3)C3(CCOCC3)C2)s1 (stereo not drawn),-7%,-3%,i,18,-1%,-8%,-12%
CCCCNC(=O)c1cnc2c(-c3ccc(OCC)c(OCC)c3)c(C)nn2c1-c1ccccc1,.,-11%,.,17,1%,.,.
COc1ccc(CN2CCNc3cc(-c4ccccc4)ncc3C2)cn1,?,?,5%[88.5 µM],-17,-13%[87.6 µM],14µM*,?
CC1=C(C(N)=O)C(c2ccc(C(C)C)cc2)n2nc(SCc3ccccc3)nc2N1 (stereo not drawn),.,-9%,.,8,-7%,.,.
O=S(=O)(NCC1CN(CC2CC2)CC12CCCCC2)c1cccc(F)c1 (stereo not drawn),-24%,9%,i,-1,-3%,.,?
NCCC(=O)N1CCC(n2nccc2NC(=O)Nc2cccc(F)c2)CC1,-5%,2%,i[11.5 µM],-30*,1%,-5%,i
Cn1c(=O)n([C@H]2CCCN(C(=O)c3ccc4nc[nH]c4c3)C2)c2ncccc21,-18%,32%[activator],-14%,37,-5%,5%,-13%
C[C@H](C/C=C/C(C)(C)O)[C@H]1CC[C@@]2(C)[C@@H]3[C@@H](O[C@@H]4O[C@H](CO)[C@@H](O)[C@H](O)[C@H]4O)C=C4C(CC[C@H](O)C4(C)C)[C@]3(C=O)CC[C@]12C (stereo partly drawn),.,.,4%[17.1 µM],4,-7%[23.9 µM],.,.
COc1ccc(-c2noc(-c3ccccc3OCC(=O)Nc3ccc(C(C)=O)cc3)n2)cc1,.,?,.,-11,16%,.,.
COc1cccc(CC(=O)N2C[C@@H](Oc3ccccc3)C[C@@H]2C(=O)N2CCOCC2)c1,-4%,-20%,-8%,8,-3%,-1%,-5%
CCC(C)C(=O)O[C@H]1CCC=C2C=C[C@H](C)[C@H](CC[C@@H](O)C[C@@H](O)CC(=O)O)[C@H]21 (stereo partly drawn),.,.,?,16,6%[23.9 µM],.,.
COc1cc(OC)cc(C(=O)NCC2CCCN(Cc3cc4ccccc4o3)C2)c1 (stereo not drawn),?,-2%,i,-4,-6%,-9%,?
Cc1cc(CN2CCC3(CC2)CCN(Cc2c(C)n[nH]c2C)CC3CO)on1 (stereo not drawn),4%,-8%,3%,2,-2%,14%,-6%
Cc1ncc(C(=O)NC(c2ccccc2)c2nnc(N)s2)c(=O)[nH]1 (stereo not drawn),-11%,5%,0%,1,5%,10%,-14%
CCOc1ccc(C2C(C(=O)Nc3ccc(C)cc3C)=C(C)Nc3c(C(=O)Nc4ccc(C)cc4)cnn32)cc1OC (stereo not drawn),.,33%[activator],.,5,0%,.,.
CNC(=O)N1CCC(C2CCN(C(=O)CCc3ccccc3)C2)CC1 (stereo not drawn),i,-28%,i,12,-5%,-1%,0%
Cc1ccc(-n2cc(CN3CCN4CCCC4C3)c(-c3cccc(C)c3)n2)cc1 (stereo not drawn),25µM*,0%,i,-9,-7%,?,28µM*
COc1ccccc1CN(Cc1ccccc1C)C(=O)[C@H]1CCC[C@H](O)C1,-20%,-13%,-23%,12,-17%,11%,22µM*
Cc1cnc(CCNC(=O)Nc2ccc3c(c2)OCCO3)n1C1CCC1,?,1%,i,1,-10%,-13%,?
Cc1ccc2c(c1)nc1n2[C@@H](CNC(=O)c2ccc(C#N)cc2)COC1,?,16%[87.6 µM],i,9,-15%[87.6 µM],-12%[172 µM],?
CCCCc1nn2c(C)c(-c3ccc(OCC)cc3)nc2s1,.,53%[activator],.,23,-9%,.,.

# Structural class: those above containing a cyano group.
SMILES,NIH3T3 tox,SNCA expr inhib,GPT2 inhibitor,IP6K1 inhibitor,HEK293 viab,Luciferase inh,HEK cytotox
C[C@H](CN(C)C)Oc1nc(Nc2cc3cccc(Cl)c3cn2)cnc1C#N,.,.,i,2,-10%,.,.
Cc1ccc2c(c1)nc1n2[C@@H](CNC(=O)c2ccc(C#N)cc2)COC1,?,16%[87.6 µM],i,9,-15%[87.6 µM],-12%[172 µM],?

# An excerpt from above, reduced to NIH3T3 tox.
SMILES | NIH3T3 tox
Cc1ccc2c(c1)nc1n2[C@@H](CNC(=O)c2ccc(C#N)cc2)COC1 | ?
Cc1cnc(CCNC(=O)Nc2ccc3c(c2)OCCO3)n1C1CCC1 | ?
COc1cc(OC)cc(C(=O)NCC2CCCN(Cc3cc4ccccc4o3)C2)c1 (stereo not drawn) | ?

# Continuation.
SMILES,NIH3T3 tox,SNCA expr inhib,GPT2 inhibitor,IP6K1 inhibitor,HEK293 viab,Luciferase inh,HEK cytotox
Cc1nc(CCNC(=O)C2CCCN(c3nc(-c4ccccc4)nc4c3CCC4)C2)n[nH]1 (stereo not drawn),-20%,36%[activator],5%,-8,-16%,6%,-3%
CN1CCN(C(=O)c2ccc3oc(-c4cccnc4)nc3c2)CC1,-9%[138 µM],33%[activator][87.6 µM],-1%[88.5 µM],3,4%[87.6 µM],.,2%[172 µM]
COc1cc(CNC(=O)c2cc(-c3ccc(F)cc3)cc3ncn(C)c23)ccn1,?,24%[87.6 µM],-7%[88.5 µM],7,-11%[87.6 µM],?,?
CCCN(C)c1nccnc1OC1CCN(C(=O)C(CC)CC)C1 (stereo not drawn),?,85%[activator],i,11,0%,32µM*,?
CCOCCOC1CCN(S(=O)(=O)c2c(C)noc2C)CC1,4%,-18%,i,23,5%[12.5 µM],12%,-3%
Cc1cccc(C(=O)Nc2sc3c(c2C(=O)N2CCCCC2)CCC(C)C3)c1 (stereo not drawn),.,-19%,.,-7,-8%,.,.
O=C(NCc1ccc(F)cc1)C1CCCN(c2nc3ncccc3o2)C1 (stereo not drawn),i,-8%,i,22,0%,-4%,-7%
COc1ccc(C(=O)NC[C@@H]2C=C(C)[C@H](Cc3nc4ccncc4[nH]3)C[C@H]2C(C)C)cc1,?,-23%[87.6 µM],3%[88.5 µM],16,?,-10%[172 µM],89µM*
CC1(CO)CC2C(O)C3=C(CC(C)(O)C2C1)C(=O)OC3 (stereo not drawn),.,.,i,6,3%,.,.
O=C1NC2(CCN(Cc3ccc(OC(F)(F)F)cc3)CC2)COc2ccccc21,i,-5%,-3%,10,5%,1%,3%
c1cnc2c(c1)ccc1cccnc12,.,?,?,.,?,.,.
CC(C)[C@@H](C)/C=C/[C@@H](C)[C@H]1CC[C@H]2C3=CC=C4C[C@@H](O)CC[C@]4(C)C3=CC[C@]12C,.,.,i,11,-2%,.,.
COc1ccc(Br)cc1CNC(=O)CN1C(=O)CSc2ccc(S(=O)(=O)N3CCOCC3)cc21,.,23%,.,-11,-7%,.,.
